# Assay outcomes (PubChem)
# RAM network inh: inhibitors of the yeast RAM network, primary screen, dse1pr::URA3 reporter, 5-FOA selection; 190,000 tested, 1.8% active; S. cerevisiae dse1pr::URA3 reporter, 5-FOA growth OD615, 2 d; analog-sensitive cbk1-as2 kinase mutant strain; inhibition, % at 50 µM; AID 868, 2007;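 active = inhibition above a set limit, 3 SD over mean compound inhibition, cut at about 8.4% in these data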;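 also: 0% = DMSO-only wells with no growth and 100% = 10 µM 1-NA-PP1 full growth; inhibition rescues growth on 5-FOA so higher OD means more RAM inhibition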
# TNAP inh no acc: human TNAP enzyme inhibitors, primary screen, biochemical, luminescent, no phosphate acceptor, uHTS; Alkaline phosphatase, tissue-nonspecific isozyme (Homo sapiens), P05186; purified TNAP, CDP-star luminescence, 30 min; inhibition, % at 20 µM; 200,000 tested, 0.26% active; AID 1012, 2008;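 active = tissue-nonspecific alkaline phosphatase inhibition above about 50% at 20 µM in the single-dose screen, limit read from the data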;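 also: 0% = DMSO negative control and 100% = EDTA positive control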
# Target sequence (P05186 whole entry, looked up): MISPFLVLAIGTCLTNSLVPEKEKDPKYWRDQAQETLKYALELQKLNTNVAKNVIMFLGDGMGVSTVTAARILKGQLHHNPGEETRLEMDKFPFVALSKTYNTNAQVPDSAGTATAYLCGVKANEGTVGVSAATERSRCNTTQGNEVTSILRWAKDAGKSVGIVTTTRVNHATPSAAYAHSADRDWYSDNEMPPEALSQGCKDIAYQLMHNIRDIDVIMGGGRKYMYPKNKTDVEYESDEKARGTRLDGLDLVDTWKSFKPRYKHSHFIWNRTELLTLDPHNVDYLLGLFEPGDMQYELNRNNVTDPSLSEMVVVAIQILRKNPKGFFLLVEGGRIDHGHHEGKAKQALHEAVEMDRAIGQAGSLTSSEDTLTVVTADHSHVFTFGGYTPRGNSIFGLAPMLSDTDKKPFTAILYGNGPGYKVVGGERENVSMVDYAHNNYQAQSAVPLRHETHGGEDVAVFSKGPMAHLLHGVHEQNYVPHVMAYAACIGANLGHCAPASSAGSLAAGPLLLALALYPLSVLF
# PMI act hi M6P: human PMI activators, high substrate, primary screen, biochemical, fluorescence intensity, near-saturating mannose 6-phosphate | Mannose-6-phosphate isomerase (Homo sapiens), P34949 | activation factor at 20 µM | coupled PMI enzyme assay, resazurin fluorescence, 20 min; hits give high values; 1 = untreated enzyme, 0 = substrate-free blank | 190,000 tested, 0.34% active;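 active = activation factor of 2 or more at 20 µM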
# Target sequence (P34949 whole entry, looked up): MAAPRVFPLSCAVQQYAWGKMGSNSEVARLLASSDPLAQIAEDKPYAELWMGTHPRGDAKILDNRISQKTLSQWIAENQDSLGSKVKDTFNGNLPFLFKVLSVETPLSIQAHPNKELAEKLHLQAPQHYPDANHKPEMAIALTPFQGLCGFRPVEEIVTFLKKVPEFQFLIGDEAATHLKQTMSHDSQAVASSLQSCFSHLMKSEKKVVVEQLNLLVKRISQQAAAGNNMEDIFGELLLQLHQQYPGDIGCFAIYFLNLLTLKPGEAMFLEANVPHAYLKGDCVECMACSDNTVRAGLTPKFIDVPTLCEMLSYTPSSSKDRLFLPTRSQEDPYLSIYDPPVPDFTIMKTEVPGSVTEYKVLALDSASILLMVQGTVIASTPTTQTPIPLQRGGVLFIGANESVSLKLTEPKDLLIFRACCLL
#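 Test system: human phosphomannose isomerase with PGI, G6PDH, diaphorase coupling enzymes; Amount: PMI at 15 ng/mL final; Reagent: Mannose-6-phosphate 1.0 mM (near-saturating) plus 0.22 mM NADP+; Timing: 20 min, room temperature; Technique: resorufin fluorescence at Ex 544/Em 590 nm; Dosing: 20 µM single dose.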
# PMI act: activators of human PMI, primary screen, biochemical, fluorescence intensity, near-Km mannose 6-phosphate | AID 1214, 2008 | purified human PMI, coupled resazurin fluorescence, 20 min; hits give high values; 1 = vehicle control, 0 substrate-free wells | activation factor at 20 µM | 190,000 tested, 0.005% active;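 active = activation factor of 2 or more at 20 µM, relative to plate controls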
# L major viab: Leishmania major promastigote growth inhibition, primary screen; inhibition, % at 10 µM; Leishmania major promastigotes, resazurin fluorescence viability; 200,000 tested, 9% active; in the data active = inhibition above about 50%;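 also: promastigotes grown with compound for 44 hours at 28 °C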
# Hsp70 act: Hsp70 transcriptional activators, primary screen, cell-based, HeLa, Hsp70 promoter luciferase, luminescence, 10 µM | activation, % at 10 µM | 200,000 tested, 0.04% active | HeLa Hsp70 promoter luciferase reporter; scaled: vehicle 0, proteasome-inhibitor control 100% | AID 1203, 2008;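 active = activation above the mean across all tested compounds plus 3 SD, cutoff set per campaign, cut at about 5.5% in these data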;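 also: 100% = MG132 at 30 µM as the positive control and 0% = DMSO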
# HMGR II inh: inhibitors of E. faecalis class II HMGR, primary screen, biochemical, Enterococcus faecalis. HMG-CoA reductase (Enterococcus faecalis, mvaE). 190,000 tested, 0.41% active. purified E. faecalis HMGR, NADPH absorbance 340 nm kinetic. inhibition, % at 10 µM;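 active = inhibition above a set limit, the median over all tested compounds plus 3 SD, cut at about 9.5% in these data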;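 also: enzyme runs in reverse so mevalonate oxidation gives rising NADPH absorbance; 0% = complete reaction with DMSO and 100% = background rate lacking mevalonate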
# Redox H2O2 prof: compounds producing H2O2 with reducing agent – biochemical, NIH compound library profiling, artefact control for MLSCN library redox annotation, primary screen; DTT-dependent redox cycling H2O2, phenol red/HRP absorbance; 100% = 100 µM peroxide control, 0% = buffer; activation, % at 10 µM; 200,000 tested, 0.03% active;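 active = activation of at least 50% relative to the plate's high and low controls in the primary single-dose screen; inactive = activation below 50%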;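 also: compound incubated with DTT at 0.8 mM final as the reducing agent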
# TNAP inh hi DEA: human TNAP enzyme inhibitors, primary screen, biochemical, luminescent, high phosphate acceptor level, uHTS; AID 1135, 2008; purified TNAP, CDP-star luminescence, 1 M DEA; 200,000 tested, 0.03% active; inhibition, % at 20 µM;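 active = over 50% inhibition of tissue-nonspecific alkaline phosphatase at 20 µM in the single-dose screen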;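 also: plate controls were DMSO wells for no effect and EDTA-quenched wells as full inhibition for full effect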
# S1P3 antagonist: S1P3 receptor antagonists, primary screen, cell-based; inhibition, % at 4.98 µM; 170,000 tested, 0.27% active; AID 485, 2006; CHO S1P3 NFAT-BLA reporter, FRET fluorescence, antagonist mode; Sphingosine 1-phosphate receptor 3 (Homo sapiens), Q99500;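 active = inhibition above the plate cutoff, the mean inhibition of test wells on that plate plus 3 SD, cut at about 28% in these data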;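 also: cells challenged with S1P at its EC80 of 0.8 µM; blue over green emission ratio from cleaved BLA substrate after 4 h stimulation; 0% = S1P-stimulated wells and 100% = unstimulated DMSO-only wells; some compounds past the cut are filed as inactive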
# Starred values were filed as active, the others as inactive; . = not tested or not shown. Outcome played no part in choosing rows. About 12% of those tested had a hit in this group.
mol	RAM network inh	TNAP inh no acc	PMI act hi M6P	PMI act	L major viab	Hsp70 act	HMGR II inh	Redox H2O2 prof	TNAP inh hi DEA	S1P3 antagonist
CC(C)C(OC(=O)c1ccco1)C(=O)NC1CCCCC1 (centres undefined)	-0.4	-12	1.1	1.2	-4	0.0	2	0.0	-8	-26
Cc1nc(N(C)C)c2sc(=S)n(Cc3ccccc3)c2n1	4.4	-5	1	1	1	-0.1	-8	6.0	1	-3
CCCC(=O)Nc1ccccc1NC(=O)c1ccc(OC(C)=O)cc1	0.0	-10	1.1	1	-5	-0.1	-4	-0.5	-9	-4
O=C(O)COc1c(-c2ccco2)oc2ccccc2c1=O	2.8	-10	1.1	1.2	1	0.1	0	0.4	-2	-1
COc1cc(C)c(N)cc1C(C)C	2.0	-10	0.9	0.9	-2	1.6	-1	1.6	1	-15
O=c1c2ccccc2c(/C=N/c2nnc(Cc3ccccc3)s2)c(O)n1-c1ccc(Cl)cn1	5.6	25	1.5	1.3	-8	-0.4	-2	0.3	10	-6
CCn1cc(/C=C/C(=O)c2ccc(O)cc2)c(C)n1	1.2	-1	0.8	0.8	3	-0.1	4	-0.1	2	-13
O=C(CN(Cc1ccccc1)S(=O)(=O)c1ccc2c(c1)OCCO2)Nc1ccc2c(c1)OCCO2	2.6	-8	0.9	0.9	13	0.3	-6	-0.9	-9	-5
N/C(=N\OC(=O)CCc1ccccc1)c1cccc(Br)c1	-1.6	-14	1	1	-6	-0.1	-1	-3.4	-4	.
O=C(Nc1ccc(F)cc1F)c1ccc(-n2cccn2)nc1	1.8	-14	1	1.1	-3	-0.3	-8	0.1	-5	-11
COc1cc(S(=O)(=O)N(C)C)ccc1Br	0.1	-5	0.9	0.9	-2	-0.4	-2	-0.6	-2	.
CC(NC(=O)NC1CCCCC1)C(c1cccs1)N1CCOCC1 (centres undefined)	1.2	-6	1.1	1.1	-9	-0.4	-6	-1.2	2	-7
Cc1nnc(SCc2ccccc2Cl)n(N)c1=O	1.4	-4	1	1	-4	0.2	1	-0.3	0	-4
O=C(Oc1ccc([N+](=O)[O-])cc1)c1cccnc1	-0.6	-13	0.9	1	32	-0.3	-4	-0.5	4	2
C=CCn1c(COc2ccccc2)nnc1SCc1ccc(C#N)cc1	0.2	-18	1.1	1	40	-0.5	-3	1.6	-4	10
CC(CNC(=O)C1CCCCC1)NC(=O)C1CCCCC1 (centres undefined)	1.5	-4	1.1	1	-3	0.5	2	-3.0	-1	-20
CCCSCCCNC(=O)CC1Oc2ccccc2NC1=O (centres undefined)	1.5	3	1.1	1.1	-4	-0.1	-3	-0.6	-6	-41
Cc1ccc(-c2noc(CCCOc3ccc(Cl)cc3Cl)n2)cc1	2.0	8	1	1	-6	-0.1	-8	0.5	-6	.
CCCOc1ccc(/C(O)=C2/C(=O)C(=O)N(CCCn3ccnc3)C2c2cccs2)cc1 (centres undefined)	0.5	0	1	1	-8	-0.2	-6	0.0	2	-11
CC(=O)C1=C(O)C(=O)N(c2cccc(C(=O)O)c2)C1c1ccccc1F (centres undefined)	1.0	-6	1.1	1	-3	-0.5	1	0.3	4	3
COc1ccc(-c2csc(/C(C#N)=C/Nc3cc4oc5ccccc5c4cc3OC)n2)cc1	7.7	2	0.8	1	-1	-0.2	-2	-0.1	2	-2
CC(C)(C)NC(=O)NC(=O)COC(=O)CCC1CCCCC1	-1.3	-12	1	1	-5	0.0	-1	1.1	-8	.
S=C(Nc1ccccc1)N1CCCCCC1	0.5	-4	1	0.9	-6	-0.3	-5	1.2	-4	.
COc1cccc(N2CCN(C3CC(=O)N(c4ccc(C)c(Cl)c4)C3=O)CC2)c1 (centres undefined)	2.3	-11	0.9	0.8	-10	-0.4	1	-0.6	-7	-15
O=C1N(Cc2cccc(Cl)c2)C[C@@H]2C[C@@H](c3ccccn3)N3CCC[C@@]123	0.6	-10	1	1	10	-0.2	-1	-1.6	-8	-20
Cc1ccc(C)c(N(CC(=O)NCCC2=CCCCC2)S(C)(=O)=O)c1	1.3	11	1.1	1.1	8	-0.5	2	0.3	-7	.
C=CCn1c(COc2ccc(CC)cc2)nnc1SC/C(O)=C(\C#N)c1nc2ccccc2[nH]1	3.9	-5	1	1	-4	-0.6	-9	-0.1	-1	.
Cc1ccccc1NC(=S)NCCC(c1ccccc1)c1ccccc1	12*	-28	0.9	0.8	30	0.1	-5	-4.4	-20	.
Cc1ccc(C(=O)NC(=S)Nc2ccc(N3CCOCC3)cc2)cc1C	2.1	-13	0.9	0.8	5	-0.2	-1	-0.2	-4	-16
COc1ccc(OC)c(CN2CCCC(C(=O)N3CCCCC3)C2)c1 (centres undefined)	1.2	-9	0.9	0.9	6	-0.1	1	-4.0	-4	14
COc1cccc(/C=N/NC(=O)C[n+]2ccccc2)c1OC	1.2	-5	0.9	0.9	-4	-0.3	-3	-0.2	-2	-2
CCCCN(CC)c1nc(N)c2c(N)nc(OCC)cc2c1C#N	-1.6	-10	0.7	0.6	11	0.3	-2	0.9	-1	.
Cn1c(=O)c2c(ncn2CC(=O)N2CCN(c3ccccc3F)CC2)n(C)c1=O	-0.1	-7	1.1	1	9	0.0	0	-0.5	-3	6
COC(CNC(=O)c1cccc(-n2c(=S)[nH]c3cc(Cl)ccc3c2=O)c1)OC	7.6	8	1.1	1.1	-8	-0.3	4	0.1	7	-5
CC(C)C(C(=O)NC1CCCCC1)N(CC1CCCO1)C(=O)CNS(=O)(=O)c1ccc(F)cc1 (centres undefined)	4.7	-6	0.9	0.9	5	0.2	-3	-2.7	-3	2
COc1cc(NC(=S)NC2CC2)c(OC)cc1Cl	0.0	-1	1	1	41	-0.4	3	0.1	2	-15
O=C1N(Cc2ccc3c(c2)OCO3)c2ccccc2C1(O)c1c[nH]c2ccccc12 (centres undefined)	1.6	-6	0.9	0.8	89*	-0.2	3	1.2	-3	16
CCOC(=O)C1CCN(C(c2ccccn2)c2c(C)[nH]c3ccccc23)CC1 (centres undefined)	0.6	1	0.9	0.8	35	-0.3	1	0.3	-2	.
COc1ccc(/C=C/C(=O)c2ccccc2)c(OC)c1	1.4	-3	0.9	1	74*	0.2	0	-1.2	1	-15
Cc1c(C(=O)N2CCN(S(C)(=O)=O)CC2)oc2ccccc12	-0.8	-12	1	1	-6	-0.4	5	-2.0	-6	17
O=C(CS(=O)CC(=O)N(CC(=O)NC1CCCC1)C1CCCCC1)Nc1ccc(F)cc1 (centres undefined)	0.7	-13	0.9	1.1	-5	-0.1	2	-0.4	-8	-26
Cc1cc(C)c(C)c(OCCOCCNCc2ccccc2)c1	0.5	-12	1	0.9	77*	-0.4	-3	-0.4	-7	-15
CCN1CCCC1Cn1cnc2c([nH]c3cc(OC)ccc32)c1=O (centres undefined)	1.4	-8	1	0.9	10	-0.2	-1	0.1	-5	.
CCOC(=O)COc1ccc2c(C#N)c3ccccn3c2c1	2.6	-45	0.3	0.6	5	-0.4	1	-0.2	-11	-7
O=C1Nc2ccccc2C12OC1CCCCC1O2 (centres undefined)	1.1	2	1.1	1	1	-0.2	-3	-2.2	6	-16
COc1cccc(OC)c1CN1CCCC(C(=O)c2ccccc2SC)C1 (centres undefined)	1.3	-4	1	1	65*	-0.2	-8	-0.2	-4	5
CN(C)CCNC(=S)Nc1ccc(F)c(F)c1F	0.0	-7	0.9	1	4	-0.1	-4	-0.2	-5	1
CCCC(Oc1ccc(Br)cc1)c1nc2c3cc(OC)c(OC)cc3nc(=S)n2[nH]1 (centres undefined)	1.1	-16	1.1	1.2	97*	-0.1	-8	0.5	-3	9
O=C(O)/C=C/C(=O)NCc1cn(-c2ccccc2)nc1-c1cccc(Br)c1	2.2	-13	1	1.1	-12	-0.1	-7	-0.7	0	14
CCOc1ccc(NC(=O)CN(C)CC(=O)Nc2ccccc2C#N)cc1OCC	2.0	-15	1.1	1.1	-2	-0.4	-3	0.2	-6	1

# Further structures
mol	RAM network inh	TNAP inh no acc	PMI act hi M6P	PMI act	L major viab	Hsp70 act	HMGR II inh	Redox H2O2 prof	TNAP inh hi DEA	S1P3 antagonist
CCOC(=O)c1ccc(NC(=S)N2CCN(CCNC3=CC(=O)CC(C)(C)C3)CC2)cc1	-0.8	-2	0.9	0.9	-1	-0.2	-8	-1.0	4	-13
CC(C)Oc1ccc(C(=O)NC2(C(F)(F)F)NC(=O)N(CCCc3ccccc3)C2=O)cc1 (centres undefined)	0.1	-2	0.9	0.9	36	-0.5	1	-1.1	-2	-26
COc1ccc(N/C=C/C(=O)c2ccc3c(c2)OCO3)cc1OC	5.6	-4	1.1	1.1	4	0.7	-6	0.0	6	0
CCN(CC)CCNCc1ccc(OCc2ccc(Cl)nc2)c(OC)c1	1.0	-7	1.1	1.2	-3	-0.2	0	-0.1	-1	-12
C=CCn1c(COc2cccc(C)c2)nnc1SCC(=O)c1c[nH]c2c(CC)cccc12	3.5	-13	1	0.9	-5	-0.3	5	1.1	-2	10
COc1ccc(-n2cnc3sc(-c4ccccc4)cc3c2=O)cc1	3.2	-14	1.1	1.1	-5	0.0	-1	2.7	-5	.
CCSC1=C(C#N)C(c2ccc(C)s2)CC(=O)N1 (centres undefined)	.	-11	0.8	0.9	-2	0.2	.	-1.1	-6	-2
NC(=S)NNc1cccc(Cl)c1	-0.1	-8	1.1	1	-5	-0.3	0	0.0	-2	.
Cc1ccc(OCc2ccc(C(=O)N3CCOCC3)cc2)cc1C	1.4	-13	1.1	1	-5	0.0	-4	0.5	-5	0
CC(C)CN1CCN(Cc2cnc(-c3ccc(Cl)cc3)nc2)CC1CCO (centres undefined)	1.5	4	.	.	-1	0.3	-2	-0.2	0	-14
CCn1cc(C(=O)O)c(=O)c2cc(S(=O)(=O)N(C)C)ccc21	0.5	-9	0.9	0.9	3	0.0	5	-0.3	-1	6
